Source: PubChem
SKKanGAS inh: SKKanGAS growth inhibition; inhibition, % at 7.5 µM; S. pyogenes SKKanGAS, kanamycin growth, BacTiter-Glo, 6 h; AID 1662; hit rate 1.3% among 300,000;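 active = mean replicate score, as percent of positive control median, at least 50; inconclusive = mean below 50 but one replicate at or above 50; inactive = mean and every replicate below 50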;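 also: strain carries kanamycin resistance gene driven by streptokinase promoter and grows in 40 µg/ml kanamycin; loss of luminescence reflects streptokinase promoter inhibition or plain growth inhibition; 0% = median of DMSO wells and 100% = positive control at its reference dose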
HSF1 inhib: HSF1 inhibition; activity change, negative = inhibition, % at 7.5 µM (by protocol); NIH3T3-HGL HSE-luciferase, MG132-induced, luminescence 8 h; active compounds read low; hit rate 0.77% among 300,000;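 active = more than half of replicate wells show activity change below -50%, luminescence cut by over half; inconclusive = some wells, but at most half, below -50%; inactive = no replicate well below -50%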;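 also: luciferase reports HSF-1 transcriptional activity via heat shock element; 0% = median of DMSO wells and -100% = zero luminescence signal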
HSP90 inh: HSP90 refolding inhibition in rabbit reticulocyte lysate; luciferase refolding luminescence, 3 h; hit rate 0.91% among 290,000; AID 1789; inhibition, % at 5.6 µM;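 active = inhibition above the screen-wide mean plus 3 SD, computed separately per campaign, cut at about 16% in these data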;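 also: 0% = DMSO wells and 100% = 60 µM geldanamycin wells; inhibitors lower the luminescence because luciferase stays unfolded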
AI-2 QS mod: modulates the Vibrio harveyi AI-2 quorum sensing system | activity change, % at 7.5 µM | hit rate 0.4% among 300,000 | AID 2094 | Vibrio harveyi JMH597 AI-2 luminescence/OD600 ratio, 9 h; active compounds read low; strain lacks LuxN and CqsS sensors; 0 = neutral-control median; in the data active = activity change below about -75%, passing the limit was not always enough; inconclusive = no clear call, values can overlap the other calls;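 also: luminescence divided by OD600 gain over 9 h not by final OD600 alone; inactives centre near 13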
KLF5 inhibitor: kruppel-like factor 5 inhibition | hit rate 0.23% among 290,000 | AID 1700 | inhibition, % at 5 µM | DLD-1 KLF5 promoter-luciferase reporter, luminescence;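 active = inhibition above a per-plate limit of that plate's mean compound inhibition plus 3 SD, cut at about 60% in these data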;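 also: 0% = DMSO wells and 100% = LY294002 at 200 µM; higher means less KLF5 promoter-driven luciferase light; inactives centre near -14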
HIF act: HIF pathway transcriptional activation; hit rate 0.32% among 300,000; U2OS HRE-luciferase reporter, luminescence; normalized: DMSO 0%, desferrioxamine 100%; AID 1910; activation, % at 7.5 µM (by protocol);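 active = mean activation of at least 10% of the iron chelator positive control signal, with at least half of replicates also reaching 10%; inconclusive = mean and replicate majority disagree about reaching 10%; inactive = mean and most replicates under 10%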
Platelet DG rel: platelet dense granule release activity; human platelet-rich plasma, SFLLRN dense granule ATP release, luminescence; inhibition, %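 (compounds screened at 7.5 µM in platelet-rich plasma)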; hit rate 0.22% among 300,000; AID 1663;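 active = mean replicate score, as percent of positive control, at or above 50; inconclusive = mean below 50 but at least one replicate at or above 50; inactive = mean and every replicate below 50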
aSyn UTR inh: 5' untranslated region of α-synuclein, MLPCN primary screen. alpha-synuclein 5'UTR reporter, inhibitor activity. inhibition, % (tested at 7.5 µM). hit rate 0.82% among 300,000. AID 1813; in the data active = inhibition above about 60%; inconclusive = no clear call, values can overlap the other calls;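 also: H4 neuroglioblastoma cells stably carrying SNCA 5'UTR luciferase fusion; 0% = DMSO wells and 100% = positive control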
IEC-6 tox: IEC-6 cytotoxicity, counter-screen for KLF5 inhibitors; AID 1825; luminescence viability; hit rate 0.78% among 290,000; inhibition, % at 5 µM; in the data active = inhibition above about 22%;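 also: 0% = plate median of test compound wells and 100% = cytotoxic reference compound wells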
HSF-1 act: increases HSF-1 driven luciferase reporter signal. hit rate 1.7% among 300,000. activation, % at 9 µM. AID 504408. NIH3T3-HGL HSF-1 luciferase reporter, MG132, 8 h; 100% = twice DMSO control signal;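 active = mean replicate activation of at least 50% with a set share of replicates each reaching 50%; inconclusive = only one of those two conditions met; inactive = mean below 50% and too few replicates reaching it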;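 also: 0% = median of the neutral control wells and 100% = twice that signal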
Active calls of the source: *; ? = inconclusive; · = not tested or not shown.

SMILES	SKKanGAS inh	HSF1 inhib	HSP90 inh	AI-2 QS mod	KLF5 inhibitor	HIF act	Platelet DG rel	aSyn UTR inh	IEC-6 tox	HSF-1 act
Cc1ccn(S(=O)(=O)c2ccc(N3CCCC3=O)cc2)n1	0	12	-3	69	-16	-0.1	21	15	3	9
CC(=O)C1C(=O)C=C(c2ccco2)CC1c1ccccc1 (centres undefined)	3	13	4	4	-18	2.0	-1	-2	-2	14
CC(C)C(=O)Nc1ccc2c(c1)nc(CCN1CCN(C)CC1)n2C	-1	-3	-2	7	-12	0.2	-2	-6	-2	-3
CC(=O)OC(C(=O)NCc1ccco1)c1cccnc1 (centres undefined)	14	4	-3	39	-16	-31	1	-3	-2	13
O=C(Nc1cccc(Br)c1)/C(=C\c1cccnc1)NC(=O)c1ccco1	-4	-14	1	6	-11	-1.1	4	-21	-6	-3
COc1ccc(Cn2nnnc2C(c2cc3cc(C)cc(C)c3[nH]c2=O)N2CCOCC2)cc1 (centres undefined)	4	15	0	29	-16	-0.4	10	13	2	-4
CCOC(=O)C1=C(CSc2nc(C)cc(C)c2C#N)OC(N)=C(C#N)C1c1ccccc1 (centres undefined)	2	6	-3	30	-6	0.0	-4	-11	6	10
O=C(C1=C[C@@H](C2CCCCC2)C[C@@H](OCCCCO)O1)N1CCN(Cc2ccccc2)CC1	-4	1	2	16	-17	0.1	2	15	-2	13
Nc1nc2c(ccc3ccccc32)s1	-5	5	·	6	·	1.0	-6	-72	·	12
COc1ccc(OCCSc2nnc(CC(=O)Nc3cccc(Cl)c3Cl)n2C)cc1	2	9	0	10	-27	0.8	-1	-61	-1	24
COc1ccc(C2CC(c3cccs3)=NN2C(=O)CSc2nc3c(cnn3-c3ccccc3)c(=O)[nH]2)cc1 (centres undefined)	64*	0	1	15	-7	0.3	-2	19	0	0
O=C(CCc1nnc(CCc2ccccc2)o1)N1CCCC1c1nccs1 (centres undefined)	-6	0	-3	28	-22	0.6	0	-5	-6	10
CCOc1ccc(CNC(=O)C(C)n2ccc3cc(S(=O)(=O)N4CCCC4)ccc32)cc1 (centres undefined)	2	8	6	-7	-14	·	-1	19	4	4
CCN(CC)C(=O)C(=O)c1cccn1-c1cccc(OC)c1C#N	-1	-1	-3	7	-23	-0.2	-7	8	-2	-22
CCOc1ccc(-n2c(C)nc3cc(C(=O)NCc4ccco4)ccc32)cc1	4	-2	5	11	-39	-0.9	13	16	7	-4
Cc1ccc(CNC(=O)c2ccc(NC(=O)CCS(=O)(=O)c3cccs3)cc2)cc1	2	0	8	1	-10	-0.7	-5	-3	-2	0
CCCCCCC(=O)N/N=C/Cc1ccccc1	3	-5	-1	3	-5	-1.3	5	-5	-10	-8
CN(C)C=Nc1c(C(=O)c2ccccc2)sc2nccc(N(C)C)c12	-10	-7	-1	23	-3	-0.2	-15	-39	-1	3
CC(=O)N1N=C(c2ccncc2)OC12CCCCC2	-1	-12	1	18	-30	-0.1	-16	-7	1	-10
CCC(=O)Nc1sc(C(=O)Nc2ccccc2F)c(C)c1C(=O)OC	7	14	3	19	-221	0.5	-3	-64	5	32
Cc1ccc(CN2CCN(Cc3ccccc3)C(CCO)C2)s1 (centres undefined)	0	-2	-1	35	-17	0.1	0	-17	9	5
Cc1cc(C(=O)CN2C(=O)CCC2=O)c(C)n1Cc1ccccc1	5	-4	4	18	-33	-0.1	-2	-10	-5	-19
CCOC(=O)N1CCN(C(=O)c2nn(C)c3c2CSc2ccccc2-3)CC1	-5	-21	-3	33	-31	-0.1	2	-15	-4	-39
COc1cc(/C=C2/SC(=S)N(Cc3ccccc3)C2=O)ccc1O	66*	6	-4	29	-20	0.2	12	-67	10	9
COc1ccc(CNC2CCCCC2)cc1	4	-13	-1	1	12	-0.1	8	5	-3	6
COc1ccc(/C=C2/CCc3ccccc3C2=O)cc1OC	-4	9	-5	-2	-6	4.7	-4	-18	-2	9
C/C(N)=C(/C#N)C(=O)CSc1cc(C)c2ccccc2n1	0	5	0	23	-16	0.7	-5	9	-3	25
COc1ccc(N2C(=S)NC(C)(C)CC2(C)c2ccc(OC(C)=O)cc2OC(C)=O)cc1 (centres undefined)	7	0	0	90	-1	-0.4	2	-11	4	-11
NC(=O)c1cc([N+](=O)[O-])ccc1N1CCCCC1	4	-15	6	17	12	-0.1	-6	15	9	-14
Cc1nc(SC(C(=O)c2ccccc2)c2ccccc2)nc2ccccc12 (centres undefined)	-4	-5	2	18	3	-0.2	-16	30	5	-1
CSc1ccc(/C=C(\NC(=O)c2ccc(C)cc2)C(=O)NN)cc1	2	2	1	9	-16	0.3	5	7	-4	15
N=c1c(C(=O)NC2CCCC2)cc2c(=O)n3ccccc3nc2n1CCCN1CCOCC1	0	-16	-2	3	3	0.1	13	-21	3	-15
CCN1C(=O)c2ccc(C(=O)Nc3nccs3)cc2C1=O	-6	-2	5	21	0	-25	-2	-16	-1	0
COC(=O)[C@H](CCSC)NC(=O)NCCc1ccc(F)cc1	2	-2	2	11	-45	-0.7	-8	1	-3	2
COc1ccc(-c2nc3scc(-c4ccccc4)n3n2)cc1	-14	62	-2	4	-15	4.0	-1	-38	0	121*
c1cn2cc(CSC3CCCCC3)nc2s1	5	25	1	27	-83	1.5	1	-130	0	34

3 entries already listed, sorted by their value in Platelet DG rel, highest first.
smiles	HSF1 inhib	HSP90 inh	AI-2 QS mod	KLF5 inhibitor	Platelet DG rel	aSyn UTR inh	HSF-1 act
COc1ccc(CNC2CCCCC2)cc1	-13	-1	1	12	8	5	6
COc1ccc(-c2nc3scc(-c4ccccc4)n3n2)cc1	62	-2	4	-15	-1	-38	121*
C/C(N)=C(/C#N)C(=O)CSc1cc(C)c2ccccc2n1	5	0	23	-16	-5	9	25

Later entries.
SMILES	SKKanGAS inh	HSF1 inhib	HSP90 inh	AI-2 QS mod	KLF5 inhibitor	HIF act	Platelet DG rel	aSyn UTR inh	IEC-6 tox	HSF-1 act
COC(=O)C1=C(C(=O)OC)C(c2cc([N+](=O)[O-])ccc2O)c2sc(=O)[nH]c2S1 (centres undefined)	·	-4	-2	27	-7	-0.1	-1	-31	5	11
CC(OC(=O)CC1CC2CCC1C2)C(=O)Nc1ccc(N2CCOCC2)cc1 (centres undefined)	-3	-2	-3	10	-17	0.4	-1	-23	5	-6
O=C(NCc1ccccc1)c1ccc(CSc2ccccc2)o1	8	0	-1	12	1	0.7	1	3	1	10
COc1ccc(N2CCN(C(=O)CSc3nnc4nc(C)cc(C)n34)CC2)cc1	1	-5	0	20	-16	0.6	2	-9	1	-1
Nc1nonc1C(=O)NCCNCc1ccccc1OCc1ccccc1F	-8	13	2	10	10	-0.7	-10	-11	2	42
CC(=O)Nc1ccc(S(=O)(=O)Nc2nc(C)cc(-n3nc(C)cc3C)n2)cc1	-7	-1	-4	23	-12	-0.6	1	13	-2	1
Cc1ccccc1NC(=O)COC(=O)c1c[nH]c(=O)[nH]c1=O	-21	2	2	10	-11	-0.2	-6	-5	5	9
CCOP(=O)(OCC)/C(=C/N1CCCCC1)NC(=O)c1ccccc1	-9	-8	0	30	-12	0.2	11	5	-2	1
Cc1nnc2ccc(N3CCN(c4cccc(C(F)(F)F)c4)CC3)nn12	1	-1	-1	1	5	-0.1	-23	12	1	1
CC1CCC/C(=N\Nc2ccc(Cl)c(C(=O)O)c2)C1 (centres undefined)	-3	1	-3	21	-2	-0.1	-21	-98	-10	-17
Cc1cc(C)n(/C(=C\N(C)C)C(=O)c2ccc(Cl)cc2)n1	0	-5	0	19	-17	-0.8	11	12	-4	6
CC1CCCC(C)N1CCNC(=O)Nc1ccc(Cl)cc1 (centres undefined)	-4	0	2	7	-3	-0.2	-2	-5	2	16
Cc1ccc(C(=O)N/N=C2\CCc3ccccc32)c(C)c1	3	-15	4	4	-70	1.5	2	-139	1	-25
CNC(=O)/C(C#N)=C/c1ccc(-c2ccc(OC)cc2[N+](=O)[O-])o1	6	-89*	2	16	1	3.7	2	-76	2	-91
CC1CCc2ccccc2N1C(=N)N(C)C (centres undefined)	0	-9	0	17	-16	-0.4	3	9	3	2
Cc1cccc(NC(=O)CSc2nc(N)c(NC(=O)c3ccccc3F)c(=O)[nH]2)c1	-2	2	1	10	-16	-0.7	16	-9	3	4
COc1cccc(CN2CC(C(=O)NCc3cnn(C)c3)CCC2=O)c1 (centres undefined)	-2	-3	-1	25	-33	-0.3	2	4	2	-2
CCn1cnc2cc(NCc3ccc(OC)cc3)ccc21	-2	47	-8	-56	-119	1.8	1	-101	2	?
CCOC(=O)c1cccc(NC(=O)CN2C(=O)C3C4C=CC(C4)C3C2=O)c1 (centres undefined)	1	-1	2	30	-29	-0.4	-3	4	-1	-3
CC(Oc1ccccc1)C(=O)Nc1c2c(nn1-c1ccccc1)CS(=O)(=O)C2 (centres undefined)	-1	-4	0	12	-17	-0.3	-7	-3	-1	-3
COc1ccc(-c2[nH]ncc2CN(C)C(C)c2ccncn2)c(F)c1 (centres undefined)	-6	-7	-2	15	-8	-0.5	-4	-16	2	0
CCOC(=O)CNC(=S)N(Cc1cccs1)C1CCCC1	-7	5	0	-2	-21	-0.7	-12	-21	2	-9

Twelve compounds from above, ordered by SMILES length, highest first.
SMILES	SKKanGAS inh	HSF1 inhib	HSP90 inh	AI-2 QS mod	KLF5 inhibitor	HIF act	Platelet DG rel	aSyn UTR inh	IEC-6 tox	HSF-1 act
COc1ccc(Cn2nnnc2C(c2cc3cc(C)cc(C)c3[nH]c2=O)N2CCOCC2)cc1 (centres undefined)	4	15	0	29	-16	-0.4	10	13	2	-4
Cc1ccc(CNC(=O)c2ccc(NC(=O)CCS(=O)(=O)c3cccs3)cc2)cc1	2	0	8	1	-10	-0.7	-5	-3	-2	0
CCOC(=O)c1cccc(NC(=O)CN2C(=O)C3C4C=CC(C4)C3C2=O)c1 (centres undefined)	1	-1	2	30	-29	-0.4	-3	4	-1	-3
COc1ccc(N2CCN(C(=O)CSc3nnc4nc(C)cc(C)n34)CC2)cc1	1	-5	0	20	-16	0.6	2	-9	1	-1
COc1ccc(-c2[nH]ncc2CN(C)C(C)c2ccncn2)c(F)c1 (centres undefined)	-6	-7	-2	15	-8	-0.5	-4	-16	2	0
Cc1ccccc1NC(=O)COC(=O)c1c[nH]c(=O)[nH]c1=O	-21	2	2	10	-11	-0.2	-6	-5	5	9
O=C(CCc1nnc(CCc2ccccc2)o1)N1CCCC1c1nccs1 (centres undefined)	-6	0	-3	28	-22	0.6	0	-5	-6	10
C/C(N)=C(/C#N)C(=O)CSc1cc(C)c2ccccc2n1	0	5	0	23	-16	0.7	-5	9	-3	25
Cc1ccc(CN2CCN(Cc3ccccc3)C(CCO)C2)s1 (centres undefined)	0	-2	-1	35	-17	0.1	0	-17	9	5
CCOC(=O)CNC(=S)N(Cc1cccs1)C1CCCC1	-7	5	0	-2	-21	-0.7	-12	-21	2	-9
c1cn2cc(CSC3CCCCC3)nc2s1	5	25	1	27	-83	1.5	1	-130	0	34
COc1ccc(CNC2CCCCC2)cc1	4	-13	-1	1	12	-0.1	8	5	-3	6
